# HUVEC inhibit: human endothelial cell proliferation inhibition; HUVEC proliferation, CellTiter-Glo luminescence, 72 h; stronger effect = lower value; viability, % at 10 µM (by protocol); hit rate 1.1% among 86,000;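 active = viability at or below 30%; inactive = viability above 30%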;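 also: 100% = median luminescence of DMSO-only cell control wells on each plate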
# S1P2 ag: activates the human S1P2 receptor | O95136 | S1P2-expressing cell line, agonist reporter read-out | activation, % at 4.5 µM | hit rate 0.46% among 97,000; in the data active = activation above about 16%;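 also: 0% = vehicle low control and 100% = maximal reference agonist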
# Target sequence (O95136 whole entry, looked up): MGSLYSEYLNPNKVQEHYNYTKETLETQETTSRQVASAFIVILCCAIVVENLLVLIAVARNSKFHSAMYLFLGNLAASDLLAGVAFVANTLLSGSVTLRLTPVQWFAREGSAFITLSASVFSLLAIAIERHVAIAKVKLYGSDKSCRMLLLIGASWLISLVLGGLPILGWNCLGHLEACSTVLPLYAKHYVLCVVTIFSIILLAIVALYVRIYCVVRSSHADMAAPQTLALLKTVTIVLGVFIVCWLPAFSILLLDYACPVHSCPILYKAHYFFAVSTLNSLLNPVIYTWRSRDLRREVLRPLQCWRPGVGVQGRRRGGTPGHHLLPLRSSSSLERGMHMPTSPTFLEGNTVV
# sEH inh: inhibitors of human soluble epoxide hydrolase; recombinant human sEH enzymatic activity assay; inhibition, % at 2 µM; hit rate 0.34% among 91,000; in the data active = inhibition above about 80%; also: values of inactives mirror those of a sister screen read the other way; many of its hits are not listed in these tables
# Target sequence (P34913 whole entry, looked up): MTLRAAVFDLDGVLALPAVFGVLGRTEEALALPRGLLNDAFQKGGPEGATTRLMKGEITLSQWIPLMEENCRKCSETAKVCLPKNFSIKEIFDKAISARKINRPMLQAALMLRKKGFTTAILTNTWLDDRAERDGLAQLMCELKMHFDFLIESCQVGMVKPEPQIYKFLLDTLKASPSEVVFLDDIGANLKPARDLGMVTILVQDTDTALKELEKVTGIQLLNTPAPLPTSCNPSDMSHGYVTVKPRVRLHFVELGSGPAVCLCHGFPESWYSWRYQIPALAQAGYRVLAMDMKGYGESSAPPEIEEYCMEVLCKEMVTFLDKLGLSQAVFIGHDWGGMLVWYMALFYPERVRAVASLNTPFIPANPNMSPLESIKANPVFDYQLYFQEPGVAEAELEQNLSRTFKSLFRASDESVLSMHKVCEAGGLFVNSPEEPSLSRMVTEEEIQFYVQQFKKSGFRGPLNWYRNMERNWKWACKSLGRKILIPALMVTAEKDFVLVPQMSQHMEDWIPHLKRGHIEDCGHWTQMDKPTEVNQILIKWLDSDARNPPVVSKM
# PTPN22 act: LYP (human) phosphatase activation; Q9Y2R2; AID 697; hit rate 0.11% among 96,000; activation, % at 2 µM; recombinant LYP, DiFMUP fluorescence; 0 = plate median, 100 = signal doubled;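 active = activation at 2 µM above a set limit, the mean plus 5 SD, cut at about 37% in these data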
# Lung fibro prol: blocks proliferation of human lung fibroblasts; LL 47 human lung fibroblast viability, ATP luminescence; stronger effect = lower value; viability, % at 10 µM; hit rate 1.1% among 85,000; AID 719;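 active = viability at or below 50% in the single dose screen; inactive = viability above 50%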;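 also: compound exposure lasted 72 h before the ATP readout; 100% = median luminescence of untreated cell-only wells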
#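 test system = LL 47 human lung fibroblasts | amount = 1,150 fibroblasts seeded per well | medium = 15% FBS in IMEM | times = overnight cell rest, 72 h compound treatment at 37 °C | measured by = CellTiter-Glo luminescence measuring cellular ATP | read-out = viability percentage against median untreated-cell control | benchmarks = cell-only wells, no compound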
# H69AR growth 86K: growth inhibitors of human H69AR lung tumor cells; H69AR lung tumor viability, ATP luminescence, 72 h; stronger effect = lower value; viability, % at 10 µM; hit rate 6% among 85,000;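 active = viability at or below 40%; inactive = viability above 40%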;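 also: multidrug resistant small cell line overexpressing MRP-1 efflux transporter; 100% = mean luminescence of untreated control wells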
# sEH act: soluble epoxide hydrolase (human) activation; P34913; purified human sEH enzymatic activity, activator screen; activation, % at 2 µM; hit rate 0.04% among 91,000; AID 717; in the data active = activation above about 37%; also: values of inactives mirror those of a sister screen read the other way
# S1P2 blocker: blocks the human S1P2 receptor. inhibition, % at 5 µM. O95136. hit rate 0.21% among 97,000. cell-based S1P2 antagonist assay, inhibition at 5 uM. AID 736; in the data active = inhibition above about 45%;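 also: CRE beta-lactamase reporter cells expressing human S1P2 stimulated with S1P; 0% = agonist at EC80 alone and 100% = agonist plus reference antagonist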
# PostGolgi ctrl: inhibits growth of the yeast control strain | hit rate 5% among 98,000 | efflux-deficient yeast background strain, growth absorbance A615, 16 h | inhibition, % at 10 µM; in the data active = inhibition above about 30%
# Starred values were filed as active, the others as inactive; / = not tested or not shown. These rows are one share of the data; count on the stated rates, not on these rows.
cpd	molecule	HUVEC inhibit	S1P2 ag	sEH inh	PTPN22 act	Lung fibro prol	H69AR growth 86K	sEH act	S1P2 blocker	PostGolgi ctrl
1	CCOC(=O)CN(C#N)c1nc(C)cc(C)n1	/	-1.4	-3.5	-0.1	/	/	3.1	5.4	0.7
2	COc1cc(/C=C(\C#N)c2nc3c(s2)CC(C)CC3)ccc1O (configuration not stated)	83.7	1.3	-16.8	-3.9	100.8	63.9	16.1	10.5	5.8
3	C=CCc1cccc(/C=N/n2c(C)nnc2C)c1O	100.8	-6.0	8.5	13.4	99.6	95.6	-5.2	-7.4	3.9
4	CC(SCc1ccccc1)C(=O)Nc1ccc2c(c1)OCO2 (configuration not stated)	117.9	-1.7	28.9	-0.5	109.0	106.8	-31.0	-3.7	19.3
5	Cc1nc(SCC(=O)c2ccccc2)c([N+](=O)[O-])[nH]1	/	-2.5	2.4	2.6	/	/	0.8	10.5	-2.6
6	CCOC(=O)c1ccc2[nH]c3c(c2c1)CCCCC3=O	75.7	-2.3	4.0	-2.0	107.2	93.2	-2.5	-23.3	13.5
7	COC(=O)CCCNS(=O)(=O)c1ccc2ccccc2c1	92.3	-5.0	10.0	4.6	102.3	102.4	-10.0	-12.7	/
8	CCOc1ccc(Br)cc1S(=O)(=O)N1CC(C)OC(C)C1 (configuration not stated)	102.9	-2.2	2.3	7.0	95.0	94.6	1.5	-25.4	17.0
9	Cc1ccc(C)c(NC(=S)NNC(=O)c2csc3c2CCCC3)c1	/	-2.4	16.9	-5.8	/	/	-15.2	5.8	7.6
10	CCn1c(SCC(=O)c2cc(C)n(-c3ccc(C(=O)OC)cc3)c2C)nnc1-c1cccnc1	96.0	-2.4	-6.2	-0.8	100.3	93.3	8.4	-6.3	-6.3
11	CCOc1ccccc1NC(=O)Cn1nnc(C(=O)NCc2ccco2)c1N	51.0	0.6	3.6	-2.9	55.1	26.1*	-5.8	14.0	-6.1
12	Cn1cnnc1SCC(=O)c1cc2ccccc2oc1=O	88.4	-2.8	0.0	10.5	89.3	76.5	1.3	2.0	9.2
13	N=c1c(C(=O)NCc2ccco2)cc2c(=O)n3ccccc3nc2n1CC1CCCO1 (configuration not stated)	82.6	-4.6	-4.2	2.2	98.8	52.6	4.2	-8.4	/
14	Cc1nc(NCCCO)c(C#N)c2c1COC(C)(C)C2	91.2	-7.1	11.4	12.0	83.9	94.6	-11.7	13.2	6.2
15	O=C(Nc1cccc(-c2nnn(CC(=O)N3CCc4ccccc4C3)n2)c1)C1CCC1	92.0	-5.9	-5.5	9.6	96.9	92.1	4.5	-18.2	1.6
16	O=C(CCc1ccccc1)NNC(=S)NC(=O)c1ccc(Cl)cc1	/	-6.7	-4.4	-16.7	/	/	6.4	3.2	25.6
17	COc1cc(C(c2nnnn2C2CCCC2)N2CCc3ccccc3C2)ccc1O (configuration not stated)	97.1	-2.8	/	3.1	87.7	40.4	/	17.5	2.1
18	O=C(OC(C(=O)NC1CCCC1)c1ccc(F)cc1)c1ccno1 (configuration not stated)	106.9	-3.0	3.6	-8.4	102.6	93.0	-4.7	1.9	0.0
19	CC(C)NC(=O)Cc1ccc(Br)cc1	98.5	-3.3	14.1	5.3	101.5	101.4	-15.7	-6.0	20.5
20	CSc1nc(N(C)NC(=O)c2ccc(Cl)cc2)c2ccccc2n1	/	-3.9	8.5	-3.2	/	/	-6.8	-6.5	-1.1
21	COc1cccc(NC(=O)c2ncn[nH]2)c1	92.7	-1.2	2.9	-4.5	105.4	95.4	-0.4	-3.6	2.8
22	O=C(NCCN1CCc2ccccc2C1)C1CCN(S(=O)(=O)N2CCC3(CC2)OCCO3)CC1	94.4	-4.2	8.1	-4.1	89.8	91.1	-8.4	7.9	5.6
23	COc1ccccc1NC(=O)CSc1nc2ncccc2[nH]1	97.8	-5.8	-15.8	-4.9	109.9	90.7	16.4	0.1	7.1
24	Cc1ccc(NC(=O)c2ocnc2C)cc1Cl	92.7	-5.3	-14.1	-0.5	104.4	77.0	10.8	4.5	10.7

# Profiles, looked up by structure.
# `COc1ccccc1NC(=O)CSc1nc2ncccc2[nH]1` in the list: HUVEC inhibit = 97.8; S1P2 ag = -5.8; sEH inh = -15.8; PTPN22 act = -4.9; Lung fibro prol = 109.9; H69AR growth 86K = 90.7; sEH act = 16.4; S1P2 blocker = 0.1; PostGolgi ctrl = 7.1
# `N=c1c(C(=O)NCc2ccco2)cc2c(=O)n3ccccc3nc2n1CC1CCCO1` (configuration not stated) in the list: HUVEC inhibit = 82.6; S1P2 ag = -4.6; sEH inh = -4.2; PTPN22 act = 2.2; Lung fibro prol = 98.8; H69AR growth 86K = 52.6; sEH act = 4.2; S1P2 blocker = -8.4; PostGolgi ctrl = /

# 3 entries from above, sorted by their value in PostGolgi ctrl, falling:
nr	SMILES	PostGolgi ctrl
19	CC(C)NC(=O)Cc1ccc(Br)cc1	20.5
14	Cc1nc(NCCCO)c(C#N)c2c1COC(C)(C)C2	6.2
22	O=C(NCCN1CCc2ccccc2C1)C1CCN(S(=O)(=O)N2CCC3(CC2)OCCO3)CC1	5.6

# New compounds follow:
cpd	molecule	HUVEC inhibit	S1P2 ag	sEH inh	PTPN22 act	Lung fibro prol	H69AR growth 86K	sEH act	S1P2 blocker	PostGolgi ctrl
25	O=C(c1ccc(CS(=O)(=O)c2ccc(Br)cc2)o1)N1CCOCC1	103.7	-4.3	14.1	7.2	102.4	93.5	-12.1	-12.6	-2.1
26	Cc1csc(NC(=O)CSc2nc3sc(C)c(C)c3c(=O)[nH]2)n1	92.1	-4.6	7.9	10.7	107.0	82.0	-8.3	11.8	10.9
27	CCN(CC)CCNC(=O)C1CCC(=O)N(c2ccc(OC)cc2)C1c1ccc(F)cc1 (configuration not stated)	/	-6.4	-4.5	-6.2	/	/	4.1	12.3	10.2
28	O=C1NC2(CCCc3ccccc32)C(=O)N1Cc1nnc(-c2ccccc2Br)o1 (configuration not stated)	103.1	-3.4	-6.2	-10.2	90.8	91.9	5.0	8.0	8.5
29	COC(=O)c1ccsc1NC(=O)C1COc2ccccc2O1 (configuration not stated)	94.8	-2.8	3.7	4.3	91.5	90.5	-0.2	-9.6	9.3
30	O=C(c1cc2ccccc2oc1=O)N1CCSC1c1ccco1 (configuration not stated)	91.3	-4.7	9.2	9.3	95.8	93.7	-7.8	-5.9	0.2
31	CNC(=O)c1c(NC(=O)c2nc3ccccc3s2)sc2c1CCC2	51.6	-5.5	-0.9	-5.5	60.2	69.6	-0.3	19.6	12.9
32	C=CCn1c(SCC(=O)O)nnc1-c1cccs1	99.7	-0.1	2.7	7.9	104.0	92.6	-3.3	-15.6	12.8
33	COCCCn1c(Cc2ccccc2)nnc1SCC(=O)N1CCCCC1	91.0	-4.3	-2.2	2.3	94.4	96.0	1.7	-50.9	-4.1
34	CC1(C)Oc2ccc(C(=O)N3CCOCC3)cc2N(CC(=O)Nc2ccccc2)C1=O	102.1	/	/	/	94.3	85.5	/	/	3.8
35	CC(C)(C)SCCNC(=O)CSCc1ccc([N+](=O)[O-])cc1	/	-3.0	16.2	-1.2	/	/	-17.8	13.3	5.3
36	CCCOC(=O)c1ccc(Oc2cn[nH]c2-c2ccc(OCC)cc2O)cc1	9.5*	-5.2	0.9	-0.4	96.1	2.7*	2.5	-1.5	0.0
37	CCN(CC)C(=O)CSc1nnc(-c2cccnc2)n1CCc1ccccc1	91.6	-2.7	11.2	1.1	108.8	86.7	-12.2	-5.3	1.4
38	CCOC(=O)COc1ccc(S(=O)(=O)c2ccc(OCC(=O)OCC)cc2)cc1	49.0	-4.1	-4.3	-0.4	79.3	97.0	-0.1	-7.6	-2.4
39	COc1ccc(OC)c(NC(=O)C(=O)N/N=C/c2ccccc2[N+](=O)[O-])c1	/	-3.1	19.1	8.0	/	/	-15.7	-10.8	-6.5
40	CC(Sc1nc2ccc(Br)cc2[nH]1)C(=O)O (configuration not stated)	115.0	-2.6	-13.9	-5.3	104.2	81.2	11.9	4.3	-4.0
41	COc1ccc(OCc2nc(N)nc(Nc3ccccc3OC)n2)cc1	94.9	-5.9	-5.6	-7.5	76.9	2.2*	8.6	3.8	7.2
42	O=C(OCc1c(Cl)cccc1Cl)c1cnccn1	97.4	-1.6	3.1	6.7	98.4	105.7	-5.2	-13.0	18.2
43	CCCSC1=C(C#N)C(c2ccc(Cl)cc2Cl)CC(=O)N1 (configuration not stated)	88.1	2.2	-3.1	9.7	89.2	99.7	4.4	-19.2	36.7*
44	COC(=O)CSc1nnnn1-c1ccccc1	97.3	-5.2	-19.0	1.2	/	99.8	19.0	4.4	-2.3
45	O=C(Nc1ccc(Br)cc1)c1ccc(N2C(=O)C3CC=C(Cl)CC3C2=O)cc1 (configuration not stated)	36.4	-1.4	-9.2	2.8	91.7	25.4*	7.2	20.8	-5.5
46	O=C(NC(=O)c1ccccc1)OCC(F)(F)F	96.0	-6.1	-13.1	-0.9	100.0	97.2	14.5	10.1	-4.2
47	O=C(c1cc2nc(C3CC3)cc(C(F)F)n2n1)N1CCOCC1	103.1	-3.0	-3.2	-3.6	99.2	93.5	3.3	-11.2	1.7
48	COC(=O)CC1=C(C(=O)OC)C(c2cccs2)C(C#N)=C(N)O1 (configuration not stated)	102.0	-7.7	3.5	-10.1	96.4	89.8	-1.9	21.1	1.9
49	Cc1cccc(N2C(=O)NC3(CCCCC3)C2=O)c1	94.9	-0.9	15.2	2.0	99.5	87.0	-18.1	2.7	9.7
50	COc1ccccc1Cc1nc(-c2ccc(Br)o2)no1	98.7	-1.6	-6.7	0.0	95.1	96.3	3.9	6.1	1.7
51	O=C(N/N=C/c1ccsc1)c1cc(O)cc(O)c1	/	-3.8	-3.3	-0.6	/	/	1.2	16.9	1.5
52	CCOC(=O)c1c(C)nc(-c2ccccc2)nc1NC(=O)C(C)C	95.2	-4.3	4.9	1.7	101.5	79.9	-3.7	-8.4	17.8
53	COc1ccc(-c2noc(CCC(=O)NCc3cccnc3)n2)cc1OC	90.6	/	/	/	100.8	87.6	/	/	5.5
54	CCC(C)(C)C1CCC(=NNC(=O)c2ccoc2C)CC1 (configuration not stated)	/	-2.7	14.4	-2.2	/	/	-11.8	-25.9	-3.6
55	Cc1cccc(CSc2ncnc3c2cnn3Cc2ccccc2)c1	117.4	-2.5	0.2	-11.5	99.9	108.2	-1.2	25.4	13.3
56	O=C1C2CCCN2C(c2cccs2)N1c1ccc(Cl)cc1 (configuration not stated)	92.4	-7.8	/	-2.7	93.9	99.1	/	-19.2	4.9
57	CCC1CCCCN1S(=O)(=O)c1ccc(S(=O)(=O)N2CCN(S(=O)(=O)CC)CC2)cc1 (configuration not stated)	98.4	-4.0	-3.2	2.2	95.6	63.0	1.1	-5.2	-4.8
58	CCCOc1ccccc1N/C(=N\S(=O)(=O)c1ccc(C)cc1)Nc1nc(C)cc(C)n1	/	0.4	-0.8	-0.2	/	/	3.7	15.1	/
59	CCCOc1cccc(-c2cc(-c3n[nH]c(=S)n3CC)c3ccccc3n2)c1	/	-6.9	0.5	-20.2	/	/	-0.4	11.0	17.0
60	CCCn1c(CN(C)Cc2ccccc2)nc2c1c(=O)n(C)c(=O)n2C	86.8	-0.3	-14.9	2.1	90.0	69.8	11.0	27.2	/
61	COc1c(Cl)cc(Cl)cc1/C=N/n1cnnc1	79.6	-0.9	2.9	-2.8	58.5	/	-1.1	8.6	6.5
62	O=C(NCCc1ccccn1)c1n[nH]c(=O)c2ccccc12	93.1	-5.9	-5.0	10.0	91.8	108.5	5.7	13.1	4.5
63	COCCNC(=O)c1cc2c(-c3ccccc3F)nn(C)c2s1	86.5	/	/	/	108.4	61.2	/	/	0.2
64	COc1ccccc1C(=O)n1nc(-c2ccc(Cl)cc2)nc1N	90.2	-0.7	9.5	10.8	98.3	73.9	-6.5	-2.9	7.1
65	O=C(NCc1ccccn1)C1CCN(S(=O)(=O)c2cccs2)CC1	95.0	-5.7	-11.8	3.9	98.7	80.9	10.4	21.8	11.4
66	Cc1cc(Cl)ccc1OCCCC(N)=O	85.5	-2.2	/	3.9	41.6*	110.8	/	19.4	29.3
